Assay outcomes from PubChem BioAssay.
H1N1 NS1A inhibition: H1N1 influenza NS1A inhibitors, functional cell based assay (AID 504329) | NS1A functional cell-based assay, percent inhibition; higher % means a stronger effect | one-dose inhibition, % at 12.5 µM; IC50 in µM for titrated hits | 0.3% of 340,000 active; in the data active = a potency from the dose series; inconclusive = inhibition above about 27% without an active follow-up result; note: strong numbers were not always called active
Salmonella PhoP GFP: PhoP regulon inhibitors, Salmonella typhi PhoP promoter GFP reporter, confirmatory (AID 1850); Salmonella Typhi PhoP-promoter GFP reporter, fluorescence, 4 h; higher % means a stronger effect; inhibition, % at 50 µM, or IC50 in µM where a hit was titrated; 0.33% of 310,000 active; in the data active = a potency from the dose series; inconclusive = inhibition mostly from about 25% at the one dose, without a potency; inactive = the rest, 99 in 100 with inhibition below about 19%;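 note: 0% = induced wells with vehicle and 100% = uninduced wells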
H37Rv inhibition: M. tuberculosis growth inhibition, HTS (AID 449762); M. tuberculosis H37Rv growth inhibition, 7H9 media; higher % means a stronger effect; inhibition, % at 25 µM; hits with a dose series show IC50 in µM; 0.59% of 330,000 active; in the data active = a potency from the dose series; inconclusive = inhibition above about 70% without an active follow-up result;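 note: bacterial growth assessed after seven days of incubation; strong numbers were not always called active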
tuberculosis growth: growth inhibition of non-replicating M. tuberculosis (AID 488890); Mycobacterium tuberculosis non-replicating, growth inhibition; higher % means a stronger effect; inhibition, % at 25 µM, or IC50 in µM where a hit was titrated; 0.39% of 320,000 active; in the data active = a potency from the dose series; inconclusive = inhibition mostly from about 82% at the one dose, without a potency; inactive = the rest, 99 in 100 with inhibition below about 76%;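 note: plate controls were DMSO cells for no effect and high antibiotic wells for full effect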
inhibitors of VEEV: inhibitors of VEEV TC-83 cytopathic effect, confirmation, Vero cells (AID 588727); Vero cells, VEEV TC-83 cytopathic effect inhibition; higher % means a stronger effect; inhibition, % at 20 µM, or IC50 in µM where a hit was titrated; 0.13% of 350,000 active; in the data active = a potency from the dose series; inconclusive = inhibition mostly from about 14% at the one dose, without a potency; inactive = the rest, 99 in 100 with inhibition below about 12%; note: strong numbers were not always called active
inhibitors of VEEV 10K pilot screen: second read-out of inhibitors of VEEV, no call of its own (marks repeat the call); inhibition, %; measured here: 10K pilot screen inhibition
An asterisk follows results filed as active; i = inactive; u = inconclusive; x = no result given.

SMILES | H1N1 NS1A inhibition | Salmonella PhoP GFP | H37Rv inhibition | tuberculosis growth | inhibitors of VEEV | others
CCn1cc(C(=O)N[C@@H](CCSC)C(=O)NCCO)c(=O)c2cc3c(cc21)OCO3 | -24% | -1% | -2% | -8% | 0.8%
CC(=O)N1CCN(C(=S)Nc2cc(S(=O)(=O)N3CCOCC3)ccc2Cl)CC1 | -3% | 1% | -4% | -9% | 1.1%
COc1ccc(N2CC(C(=O)N3CCCC(C)C3)CC2=O)cc1 (stereo unspecified) | -8% | -1% | -4% | -4% | 1.4%
CCOc1cc(S(=O)(=O)N2CCCCCC2)ccc1F | 4% | 2% | -4% | 9% | i
COc1ccc(N2C(N)=C(C#N)C(c3ccsc3)C3=C2CCCC3=O)c(OC)c1 (stereo unspecified) | -2% | 5% | 5% | 8% | 3.5%
O=C(OC(C(=O)NC1CCCC1)c1ccccn1)c1cccs1 (stereo unspecified) | -6% | 4% | 1% | 1% | 3.2%
CCc1ccccc1N(CC(=O)NC(C)c1ccccc1)S(C)(=O)=O (stereo unspecified) | -7% | -3% | 3% | -6% | 0.7%
COC(=O)CN(C)C(=O)c1ccc(OC)c(OC2CCN(C(C)C)CC2)c1 | -10% | -4% | 3% | 2% | i
CCC(C)(C)n1nnnc1CN(Cc1ccc(Cl)cc1)Cc1ccco1 | 0% | 1% | -5% | 0% | 3.3%
O=C(c1ccccc1)C(c1ccccc1)c1ccccc1 | 7% | 17% | 1% | 10% | 0.3%
c1ccc(-c2nnc3n2NC(c2ccc4c(c2)OCO4)S3)cc1 (stereo unspecified) | 26% | 5% | x | x | 5.7%
S=c1nc(-c2ccccc2)oc2c1CCCC2 | -3% | 10% | 1% | -3% | 1.6%
O=C1CN(C(=O)COC(=O)c2ccccc2O)c2ccccc2N1 | 10% | 12% | 4% | -8% | i
Cc1ccc(NC(=O)CNC(=O)c2ccc(C)s2)nc1 | -7% | 9% | -4% | -9% | 7.9%
CCCCC(CC)C(=O)NCCCN1CCN(CCCNC(=O)C(CC)CCCC)CC1 (stereo unspecified) | -5% | 15% | -12% | 3% | i
CC1(C)C2CCC1(C)C(OC(=O)CSc1nc(N)cc(=O)[nH]1)C2 (stereo unspecified) | 6% | 5% | -3% | 21% | 0.5%
COc1cc2c(cc1OC)[C@H](C)N(C(=O)CSc1nc(O)c(C(C)C)c(=O)[nH]1)CC2 | -3% | 19% | -3% | 19% | 0.9%
C=CCc1cccc2cc(C(=O)Nc3ccc(F)cc3)c(=O)oc12 | 5% | 16% | 13% | 12% | i
Cc1cc(C(=O)OCC(=O)Nc2ccccc2Cl)c(C)o1 | -6% | x | -3% | 58% | i
CC(C)NC(=O)[C@@H]1C[C@@]1(C)[C@@H](NC(=O)OCc1ccccc1)c1ccccc1 | 11% | -4% | 4% | 4% | 10%
N#CCCN1CCC(NC(=O)OCc2ccccc2)CCC1=O (stereo unspecified) | -11% | 0% | -10% | 12% | 4.0%
CCOc1ccc(N(C(=O)c2snc(C(N)=O)c2N)C(C(=O)NCC2CCCO2)c2ccc(C)o2)cc1 (stereo unspecified) | 0% | x | x | x | 0.8%
Cc1cc(Br)cc(/C=N/NC(=O)c2ccc3c(c2)OCO3)c1O | 0% | -2% | 1% | u | u
CC(=O)N(CCCN(C)C)Cc1ccccn1 | -1% | 3% | -4% | -10% | 0.6%
COc1ccc(/C=N/NC(=O)CNC(=O)/C=C/c2ccco2)cc1OC | -11% | -14% | -9% | 4% | 1.6%

6 structures from above, arranged by molecular weight, lowest first:
SMILES | H1N1 NS1A inhibition | Salmonella PhoP GFP | H37Rv inhibition | tuberculosis growth | inhibitors of VEEV | others
CCOc1cc(S(=O)(=O)N2CCCCCC2)ccc1F | 4% | 2% | -4% | 9% | i
N#CCCN1CCC(NC(=O)OCc2ccccc2)CCC1=O (stereo unspecified) | -11% | 0% | -10% | 12% | 4.0%
Cc1cc(Br)cc(/C=N/NC(=O)c2ccc3c(c2)OCO3)c1O | 0% | -2% | 1% | u | u
COC(=O)CN(C)C(=O)c1ccc(OC)c(OC2CCN(C(C)C)CC2)c1 | -10% | -4% | 3% | 2% | i
CC(C)NC(=O)[C@@H]1C[C@@]1(C)[C@@H](NC(=O)OCc1ccccc1)c1ccccc1 | 11% | -4% | 4% | 4% | 10%
COc1ccc(N2C(N)=C(C#N)C(c3ccsc3)C3=C2CCCC3=O)c(OC)c1 (stereo unspecified) | -2% | 5% | 5% | 8% | 3.5%

Returning to the listing with the 2 entries that preceded the break.
SMILES | H1N1 NS1A inhibition | Salmonella PhoP GFP | H37Rv inhibition | tuberculosis growth | inhibitors of VEEV | others
CC(=O)N(CCCN(C)C)Cc1ccccn1 | -1% | 3% | -4% | -10% | 0.6%
COc1ccc(/C=N/NC(=O)CNC(=O)/C=C/c2ccco2)cc1OC | -11% | -14% | -9% | 4% | 1.6%
Cc1cc(C)c(NC(=O)c2ccc3c(c2)CCN3S(C)(=O)=O)c(C)c1 | -3% | 1% | -1% | -15% | 0.1%
COc1ccc(-c2c(C(=O)O)c(-c3ccccc3)cn2C)cc1 | 4% | 0% | -11% | -8% | i
Cc1ccc(NC(=S)N=Nc2c(O)n(C)c3ccc(S(=O)(=O)N4CCOCC4)cc23)cc1 | 4% | x | x | x | 3.0%
O=C(O)CN1C(=O)/C(=C\c2ccccc2OCc2ccc(Cl)cc2)SC1=S | -3% | -5% | 7% | 9% | 0.6%
O=C(NCc1ccccn1)Nc1cccc([N+](=O)[O-])c1 | -3% | -6% | -26% | -12% | 1.5%
N#C/C(C(=O)NCc1ccccc1)=C1\SC(CCO)C(=O)N1c1ccccc1 (stereo unspecified) | 2% | 4% | -7% | 2% | 1.0%
CC(C)CC(C(=O)NC(C)(C)C)N(CC1CCCO1)C(=O)c1snc(C(N)=O)c1N (stereo unspecified) | 2% | -1% | -4% | 7% | 0.2%
COc1ccc(N(C(=O)CNC(=O)c2cccs2)C(C(=O)NC2CCCC2)c2cccnc2)cc1 (stereo unspecified) | -13% | -2% | -6% | -4% | i
O=C(O)CCCNS(=O)(=O)Cc1ccccc1 | -11% | -7% | 2% | -6% | 0.5%
CCn1c(CSCc2ccc(F)cc2)nnc1SCC(=O)N1CCN(c2ccccc2)CC1 | -6% | 6% | -2% | 30% | 3.3%
CC(CN1CCOCC1)OC(=O)COc1ccc(F)cc1 (stereo unspecified) | 0% | 3% | -2% | -5% | 0.4%
COc1cc(N=Nc2ccc(C)cc2S(N)(=O)=O)c(C)cc1N | 21% | x | x | x | 4.5%
CC(C)(C)N1CC(OC(N)=O)C1 | -5% | -2% | -5% | -16% | i
COc1cc(/C=C/C(=O)NCC(=O)N2CCC(N(C)CCN3CCOCC3)CC2)ccc1OC(C)C | 6% | 4% | 7% | 54% | 0.2%
CCc1ccc(NC(=O)CSc2nnc(COc3ccc4c(c3)CCCC4)o2)cc1 | -6% | -5% | 47% | 64% | 0.5%
O=C(CSc1nnc(NC(=O)c2cccc(F)c2)s1)NC1CCCC1 | -10% | 2% | 0% | 18% | 3.2%
Cc1c(CC(=O)O)c(=O)oc2c(C)c3occ(-c4ccc(Br)cc4)c3cc12 | 1% | -9% | -2% | 47% | i
CCOC(=O)c1c(NC(=O)c2c(Br)cnn2CC)sc(C)c1C | -9% | 2% | -3% | 1% | 1.0%
Cc1nc2ccccc2cc1C(=O)N/N=C/c1ccccc1[N+](=O)[O-] | -2% | -5% | 6% | -2% | 1.3%
CSc1ccc(S(=O)(=O)NCC(=O)OCC(=O)N(C)Cc2ccccc2)cc1[N+](=O)[O-] | -2% | 6% | -4% | 7% | 3.4%
CC1(C)CC(NC(=O)c2ccccc2Cl)CC(C)(C)N1 | 2% | -11% | -7% | -11% | 0.7%
CCCC(=O)Nc1ccccc1NC(=O)c1cc(OC)c(OC)c(OC)c1 | 2% | -3% | 1% | 4% | 0.5%
O=C(c1ccco1)N1CCN(C(=O)C(Cc2ccccc2)NS(=O)(=O)c2cccs2)CC1 (stereo unspecified) | 3% | 10% | -7% | -10% | i
COc1cc(C(=O)NCC(=O)N2CCN(S(=O)(=O)c3ccccc3C(F)(F)F)CC2)cc(OC)c1OC | -18% | x | -6% | 37% | i
O=C(Nc1ccccc1Cl)C(=O)c1cn(CC(=O)N2CCOCC2)c2ccccc12 | 4% | -16% | 2% | -14% | 5.5%
Next part.
SMILES | H1N1 NS1A inhibition | Salmonella PhoP GFP | H37Rv inhibition | tuberculosis growth | inhibitors of VEEV | others
COc1ccc(/C=N\NC(=O)CCc2c(C)n[nH]c2C)c(OC)c1OC | 6% | 2% | -9% | -25% | 1.4%
O=C(Cc1ccccc1F)NC1CCSc2ccccc21 (stereo unspecified) | 7% | -3% | 0% | -8% | 5.8%
Cc1ccc(/C=N/NC(=O)c2cccc(S(=O)(=O)N3CCOCC3)c2)o1 | 5% | -3% | 0% | 23% | 1.6%
CN(Cc1nc(CCc2ccccc2)no1)Cc1cccs1 | -2% | -9% | 19% | 11% | 0.8%
FC(F)(F)c1cc(-c2ccco2)nc(NCCc2ccccc2)n1 | -19% | 1% | -1% | 40% | 5.9%
O=C(Oc1ccc2ccc(OC(=O)N3CCCCCC3)cc2c1)N1CCCCCC1 | -2% | 14% | -2% | 29% | i
CCCOc1ccc(-c2c(C(=O)N/N=C(\C)c3ccco3)nnn2-c2nonc2N)cc1 | 13% | -27% | 1% | -12% | 3.5%
O=C(CSc1c[nH]c2ccccc12)N1CCOCC1 | -2% | 2% | x | x | 1.8%
COCCCN(C(=O)C(C)Oc1ccc(Br)cc1)c1c(N)n(Cc2ccccc2)c(=O)[nH]c1=O (stereo unspecified) | -10% | 5% | -1% | 16% | 0.5%
C[C@H](CO)N1C[C@H](C)[C@@H](CN(C)Cc2ccc(-c3ccccc3)cc2)Oc2c(NS(=O)(=O)c3cn(C)cn3)cccc2C1=O | 4% | x | -1% | 22% | i
COc1ccc(-n2nnc3c(SCC(=O)Nc4ccc5c(c4)OCCO5)ncnc32)cc1 | x | -21% | 65% | 53% | x
CCCOc1ccc(N2C(=O)CC(NCc3cccnc3)C2=O)cc1 (stereo unspecified) | -16% | 3% | 2% | -8% | i
CC1(OC(=O)CCc2ccccc2)C(=O)C=C2C=C(c3ccc(C#N)cc3)N(CC3CC3)C=C2C1=O (stereo unspecified) | -16% | -4% | 0% | 29% | 2.1%
CCS(=O)(=O)C1=NN2C(=N)/C(=C\c3ccc(OS(=O)(=O)c4ccccc4)cc3)C(=O)N=C2S1 | 4% | -3% | 3% | 29% | 3.2%
C=C(C)C(=O)Nc1cccc(C2=NOC3(C2)C[C@H](C(N)=O)N(C(=O)CC#N)C3)c1 (stereo partly specified) | x | -8% | -6% | x | x
CCCOC(=O)c1c(NC(=O)C2C3C=CC(C3)C2C(=O)O)sc2c1CCC(C)C2 (stereo unspecified) | -2% | -18% | 10% | 28% | 0.3%
COc1ccc(C(=O)Cc2ccc(F)cc2)c(OC)c1 | 1% | 4% | 7% | 67% | i
CN(C)c1ccc2cc(S(=O)(=O)O)cc(O)c2c1 | 9% | x | x | x | 0.5%
Cc1cccc(NC(=S)N(CCN2CCOCC2)Cc2cc3cc4c(cc3[nH]c2=O)OCO4)c1 | -11% | 7% | 5% | 25% | 6.2%
CCC(C)C(=O)Nc1ccc(S(=O)(=O)Nc2nccs2)cc1 (stereo unspecified) | -3% | 5% | -2% | 23% | 0.2%
O=C(CCS(=O)(=O)c1ccc(Cl)cc1)Nc1ccccc1Br | -42% | 9% | 11% | -13% | 0.5%
O=C(COC(=O)Cn1cnc2ccccc21)Nc1cccc([N+](=O)[O-])c1 | 1% | -12% | 8% | 30% | 3.8%
O=S(=O)(c1ccccc1)c1cc(O)ccc1O | -5% | -16% | -1% | 6% | i
CNc1ccccc1C(=O)OCC(C)=O | 6% | -3% | 1% | -34% | 0.1% | inhibitors of VEEV 10K pilot screen=0.9
COc1ccc(CNC(=O)/C=C/c2ccccc2[N+](=O)[O-])cc1 | 1% | -12% | 5% | -10% | 0.7%
COc1ccc(S(=O)(=O)N2CCCCC2)cc1NC(=O)CSc1ncccn1 | 9% | x | -5% | 11% | 4.6%
Cc1nn(-c2ccccc2)c2c1C(c1ccc(O)c(O)c1)N1C(=N2)C(Nc2ccccc2)=Nc2ccccc21 (stereo unspecified) | -13% | -7% | u | -18% | 1.8%
CC(OC(=O)CN1C(=O)NC2(CCCC2)C1=O)c1ccc(F)cc1 (stereo unspecified) | 0% | x | 3% | 11% | 2.7%
COc1ccc(/C=N/N2CCOCC2)cc1COc1ccc(Cl)cc1 | 25% | -14% | 0% | 17% | 1.7%
